# Source: PubChem BioAssay
# TexasRed fluor: Total Fluorescence Counterscreen for Inhibitors of the Interaction of Thyroid Hormone Receptor and Steroid Receptor Coregulator 2 | TRb/SRC2 Texas Red total fluorescence interference | Potency, µM (series often up to 106 µM), for the others: top-dose fluorescence change, negative = quenching | hit rate 0.29% among 280,000; active = well fitted curve in either direction with a large enough effect; inconclusive = small, poorly fitted or top-dose-only effect; also: % is scaled to controls: 0 for no effect and ±100 for the full control effect
#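 Flags fluorescent or light-absorbing compounds by total fluorescence, S + 2P, at 555 nm excitation and 632 nm emission. Mixture: 20 nM Texas Red SRC2 peptide, 0.6 uM human TRb LBD, 1 uM T3, 5% DMSO; compound exposure 5 h at ambient temperature.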
# TRb-SRC2 inh: qHTS for Inhibitors of the Interaction of Thyroid Hormone Receptor and Steroid Receptor Coregulator 2; hit rate 0.065% among 280,000; Potency, µM (doses to about 106 µM), for inactives: at the top dose activity change, negative = inhibition, hits mostly inhibitors; TRbeta-SRC2 peptide binding, fluorescence polarization; receptor liganded with 1 µM T3;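 also: plate controls were bound peptide for no effect and peptide without receptor for full effect; nearly all actives have a fitted effect of over 50% in size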
# Target sequence (P10828 whole entry, looked up): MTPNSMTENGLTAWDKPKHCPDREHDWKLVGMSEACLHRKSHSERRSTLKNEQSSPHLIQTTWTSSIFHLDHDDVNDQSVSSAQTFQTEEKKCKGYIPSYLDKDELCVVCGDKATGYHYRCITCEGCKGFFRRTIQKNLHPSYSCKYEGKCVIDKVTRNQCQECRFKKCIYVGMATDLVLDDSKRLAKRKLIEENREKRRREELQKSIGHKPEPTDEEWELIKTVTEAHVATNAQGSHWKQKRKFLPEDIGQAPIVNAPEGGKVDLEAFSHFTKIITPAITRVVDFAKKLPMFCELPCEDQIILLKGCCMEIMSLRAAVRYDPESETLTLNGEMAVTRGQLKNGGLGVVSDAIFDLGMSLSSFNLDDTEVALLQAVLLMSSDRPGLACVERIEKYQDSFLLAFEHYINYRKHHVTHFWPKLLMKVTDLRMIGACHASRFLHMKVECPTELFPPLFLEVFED
#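 Human TRb ligand-binding domain (0.6 uM) is mixed with 20 nM Texas Red SRC2 peptide and 1 uM T3; after compound addition and 5 hr at ambient temperature, polarization is measured and normalized to unbound and bound controls.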
# SMN2 splice up: qHTS Assay for Enhancers of SMN2 Splice Variant Expression | HEK293 SMN2-luciferase splicing reporter, luminescence, 30-36 h | Potency, µM (top dose mostly 46.1 µM), inactives show at the highest dose activity change, positive = activation, hits mostly activators | hit rate 2.8% among 210,000; also: % of control where 0% means no effect; nearly all actives have a fitted effect of over 55% in size
#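 qHTS luciferase splicing reporter: luminescence rises when SMN2 exon 7 is included in transfected HEK293 cells. Compound exposure lasted 30-36 h at 37C, with 4.5 mM final sodium butyrate as control, followed by a ONE-Glo read.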
# Active calls of the source: *; ? = inconclusive; [ ] = remark or other dose. Unless noted, calls follow the shape of the dose curve; as a rule, active = well fitted curve in the direction sought with a large enough effect; inconclusive = small, poorly fitted or top-dose-only effect, or another doubt; inactive = no such curve, though single readings can be large; an effect the other way counts as inactive or inconclusive. Potency is read from the fitted curve at half-maximal effect. An excerpt, so the mix of outcomes need not match the whole.
canonical_smiles	TRb-SRC2 inh	SMN2 splice up	TexasRed fluor
COc1ccc(Cl)cc1NC(=O)CN(C)S(=O)(=O)c1ccc(Br)s1	6%	-8%	-2%
NC1=NC(c2cccc(Cl)c2)n2c(nc3ccccc32)N1 (stereo unspecified)	-10%	18%	1%
Cc1cc(Br)cc(C)c1OCC(=O)Nc1ccc(S(=O)(=O)Nc2ncccn2)cc1	-2%	-1%	-8%
COc1ccc(NC(=O)c2cnc(Nc3ccc(C)c(Cl)c3)c3ccccc23)c(OC)c1	3%	5%	1%
Cc1ccc(Cl)cc1N1CCN(CCNC(=O)Nc2ccccc2Cl)CC1	-2%	9%	-2%
COc1ccc(-c2c(C)nn3c4c(cnc23)C(=O)CC(c2ccc(C)cc2)C4)cc1 (stereo unspecified)	-13%	4%	14µM*[quencher]
Cc1ccc(NC(=O)c2sc3nc(-c4ccc(F)cc4)ccc3c2N)cc1F	-2%	?	0%
O=C(Nc1ccc(F)cc1)c1oc2ccccc2c1NC(=O)C1CCCCC1	0%	-3%	-2%
Cc1ccc2oc(-c3ccc(NC(=O)c4oc5ccc(Cl)cc5c4C)cc3)nc2c1	3%	-2%	7%
COC(=O)Cc1c(C)c2ccc3c(c2oc1=O)CN(Cc1ccccc1Cl)CO3	-4%	20%	6%
Cc1cc(F)ccc1NS(=O)(=O)c1c(C)nc2scc(C)n2c1=O	-5%	12%	-1%
COC(=O)c1ccc2nc(C)cc(Nc3cccc(Cl)c3C)c2c1	-4%	0%	1%
O=C(CSc1nc2c(oc3ccccc32)c(=O)n1Cc1ccco1)Nc1ccccc1	-12%	-4%	4%
CCCCn1cc(S(=O)(=O)c2ccc(F)cc2)c(=O)c2ccccc21	-1%	-6%	-2%
Cc1cccc(-c2nc3c4ccccc4nc(NCCc4ccccc4)n3n2)c1	-7%	8%	4%
COc1ccc(CCNC(=O)CCc2c(C)c3cc4c(C)c(C)oc4cc3oc2=O)cc1OC	0%	7%	1%
COc1cc(CNCCSc2nnnn2C)ccc1OCc1ccccc1	2%	-9%	-26%
COc1ccc(-c2c(C)nn3c(C(F)(F)F)cc(-c4ccccc4)nc23)cc1	5%	2%	-2%
Cn1c(=O)cc(OCC(=O)N2CCN(c3ccccc3)CC2)c2ccccc21	-8%	4%	-4%
O=C(Nc1ccc(Br)cc1F)N1CCC2(CC1)Oc1ccccc1C(=O)N2Cc1ccccc1F	-4%	7%	1%

# Some values from the entries so far.
# `O=C(CSc1nc2c(oc3ccccc32)c(=O)n1Cc1ccco1)Nc1ccccc1` in SMN2 splice up = -4%
# `Cc1cc(F)ccc1NS(=O)(=O)c1c(C)nc2scc(C)n2c1=O` in TRb-SRC2 inh = -5%

# (list continues)
canonical_smiles	TRb-SRC2 inh	SMN2 splice up	TexasRed fluor
Cc1c2cnn(CC(=O)NC(C)C)c(=O)c2c(C)n1Cc1ccccc1Cl	0%	9%	-2%
CN(C(=O)c1cc2nc(-c3ccc4c(c3)OCO4)cc(C(F)(F)F)n2n1)c1ccc(OC(F)(F)F)cc1	-5%	-6%	3%
CC(C)(C)c1ccc(C(=O)NC2(C(F)(F)F)C(=O)Nc3c2c(=O)[nH]c(=O)n3-c2ccccc2)cc1 (stereo unspecified)	10%	7%	-12%
COc1ccc(CNC(=O)CCCN2C(=O)COc3ccc(C)cc32)cc1	2%	12%	3%
Cc1cc(-c2ccccc2)nc2cc(C(=O)Nc3cc(C(F)(F)F)ccc3Cl)nn12	-8%	-5%	2%
CCN(C(=O)CSc1nc(-c2ccccc2)no1)c1cccc(C)c1	-4%	-8%	-2%
CCN(CCCNC(=O)c1nn(-c2ccc(OC)c(Cl)c2)c(=O)c2c1c1ccccc1n2C)c1ccccc1	-4%	-9%	0%
CCOC(=O)C1(C)C=C(Nc2ccc(C(=O)O)cc2)C(=O)N1c1ccc(C(=O)O)cc1 (stereo unspecified)	1%	-7%	-3%
O=C1N(Cc2ccccc2)c2ccccc2C1(O)c1c[nH]c2ccccc12 (stereo unspecified)	4%	5%	1%
COc1ccc(CNS(=O)(=O)c2cc(Br)cc3c2N(C(C)=O)C(C)C3)cc1 (stereo unspecified)	0%	-48%[inhibitor]	-1%

# 2 entries drawn at random from those above, as already listed:
canonical_smiles	TRb-SRC2 inh	SMN2 splice up	TexasRed fluor
COc1ccc(CNS(=O)(=O)c2cc(Br)cc3c2N(C(C)=O)C(C)C3)cc1 (stereo unspecified)	0%	-48%[inhibitor]	-1%
COc1ccc(CNC(=O)CCCN2C(=O)COc3ccc(C)cc32)cc1	2%	12%	3%

# The list continues:
canonical_smiles	TRb-SRC2 inh	SMN2 splice up	TexasRed fluor
CCOC(=O)c1ccc(N2C(=O)c3n[nH]c(-c4ccco4)c3C2c2ccc(OCC)cc2)cc1 (stereo unspecified)	-5%	2%	-2%
O=C(c1ccc(F)cc1)n1nc(-c2ccc(Cl)cc2)nc1NCc1ccco1	-3%	17%	3%
C=CCC(CC=C)(CNC(=O)C(=O)Nc1cc(C)ccc1OC)c1ccc(OC)c(OC)c1	-3%	-7%	-1%
O=C(c1ccccc1)N(Cc1ccco1)Cc1cccs1	-1%	-7%	-1%
Nc1c(-c2nc(-c3ccc(F)cc3)cs2)c2ccccn2c1C(=O)c1ccc2c(c1)OCO2	-1%	16%	-3%
COc1cc(Cl)c(C)cc1NC(=O)Cn1cc(S(=O)(=O)N2CCN(c3ccccc3F)CC2)c2ccccc2c1=O	-2%	-4%	-1%
COc1cc(Cl)c(C)cc1NC(=O)CSc1ncc(S(=O)(=O)c2ccc(C(C)(C)C)cc2)c(=O)[nH]1	12%	6%	?
COc1ccc(-c2nc3n(n2)C(c2ccc(OC)cc2)C(C(=O)Nc2cccnc2)=C(C)N3)cc1 (stereo unspecified)	6%	-9%	-2%
COc1cccc(OCc2nc3ccccc3n2Cc2ccccc2C)c1	-15%	-27%	-72%
CCOc1cc(C2NC(=O)c3c(sc4c3CCN(C)C4)N2)ccc1OC(=O)c1ccccc1Cl (stereo unspecified)	5%	9%	-1%

# 4 of the compounds above, with each value named:
> O=C1N(Cc2ccccc2)c2ccccc2C1(O)c1c[nH]c2ccccc12 (stereo unspecified)
  TRb-SRC2 inh: 4%
  SMN2 splice up: 5%
  TexasRed fluor: 1%
> COc1ccc(CNS(=O)(=O)c2cc(Br)cc3c2N(C(C)=O)C(C)C3)cc1 (stereo unspecified)
  TRb-SRC2 inh: 0%
  SMN2 splice up: -48%[inhibitor]
  TexasRed fluor: -1%
> CCOC(=O)c1ccc(N2C(=O)c3n[nH]c(-c4ccco4)c3C2c2ccc(OCC)cc2)cc1 (stereo unspecified)
  TRb-SRC2 inh: -5%
  SMN2 splice up: 2%
  TexasRed fluor: -2%
> O=C(c1ccc(F)cc1)n1nc(-c2ccc(Cl)cc2)nc1NCc1ccco1
  TRb-SRC2 inh: -3%
  SMN2 splice up: 17%
  TexasRed fluor: 3%

# Going on with the list:
canonical_smiles	TRb-SRC2 inh	SMN2 splice up	TexasRed fluor
Cc1ccc2c(c1)C(c1ccc(F)cc1)N(C(=O)C(C)C)CC(=O)N2 (stereo unspecified)	-5%	5%	0%
CCC(=O)N1CCc2cc(S(=O)(=O)CCC(=O)N3CCN(c4ccccc4Cl)CC3)ccc21	-11%	0%	0%
Cn1cc(CN(C(=O)Nc2ccccc2)C2CCCCC2)c2ccccc21	-4%	-2%	-1%
COCCN1C(=O)N(c2cccc(OC)c2)C(=O)C1CC(=O)Nc1ccccc1 (stereo unspecified)	4%	-9%	-1%
CCCOc1ccc(C(=O)Nc2cc3nn(-c4ccc(CC)cc4)nc3cc2C)cc1	4%	6%	-12%
CCn1c(=O)c2cc(C(=O)NCCCN3CCN(C)CC3)sc2c2ccccc21	-1%	-16%	-57%
O=C1c2ccccc2C(=O)C1(c1ccccc1)N1CCN(c2cccc(Cl)c2)CC1	-3%	-6%	-2%
CCOC(=O)c1ccc(NC(=O)C(CC)Sc2nc3ccncc3[nH]2)cc1 (stereo unspecified)	-3%	6%	0%
COc1ccccc1CCNC(=O)Cc1c(C)c2cc3c(C)coc3cc2oc1=O	1%	0%	-2%
COc1cc(OC)cc(C(=O)Nc2ccc3oc(-c4ccccc4C)nc3c2)c1	1%	-1%	-14%
COc1ccc(N(CC(=O)NCc2ccc(F)cc2)S(=O)(=O)c2c(C)n[nH]c2C)cc1	-14%	-2%	1%
CCOC(=O)N1CCc2c(sc3c2c(=O)n(-c2ccc(Cl)cc2)c(=O)n3Cc2cccc(OC)c2)C1	-5%	-1%	-2%
CCOCCCNC(=O)C(c1ccc(C)cc1)N(Cc1cccs1)C(=O)c1ccc(NC(C)=O)cc1 (stereo unspecified)	2%	-5%	-1%
CCC(Sc1nc2cc(OC)c(OC)cc2c2nc(-c3ccccc3)nn12)C(=O)Nc1cccc(C)c1 (stereo unspecified)	1%	-10%	0%
Cn1c(=O)cc(SCC(=O)NCc2ccc(F)cc2)c2ccc(Cl)cc21	-10%	-1%	-1%
COc1ccc(NC(=O)c2ccco2)cc1NC(=O)c1cccc(C)c1OC	7%	-31%[inhibitor]	-11%
O=C1CCc2cc(S(=O)(=O)NC(C(=O)Nc3ccc(F)cc3)c3ccccc3)ccc2N1 (stereo unspecified)	-3%	16%	-3%
CCOC(=O)c1c(-c2ccccc2)oc2ccc(NS(=O)(=O)c3ccc(C)cc3)cc12	-12%	-47%[inhibitor]	40µM*[quencher]
Cc1cccc2nc(Cn3c(=O)n(-c4ccc(Cl)cc4)c(=O)c4c5c(sc43)CCC5)cc(=O)n12	4%	4%	-10%
Cn1c(=O)c2c(-c3ccc(Br)cc3)n(CCc3ccccc3)cc2n(C)c1=O	-2%	7%	-3%
CC(=O)Nc1ccc(S(=O)(=O)NC2(C(F)(F)F)C(=O)Nc3c2c(=O)[nH]c(=O)n3-c2cccc(Cl)c2)cc1 (stereo unspecified)	12%	-2%	-14%
Cc1ccc(NC(=O)C2(C)Cc3ccccc3C(=O)O2)c(C)c1 (stereo unspecified)	-6%	2%	0%
COc1cccc(C(=O)CC2(O)C(=O)Nc3ccc(Cl)cc32)c1 (stereo unspecified)	7%	-14%	0%
CCOc1ccc(-c2cn3c(n2)sc2cc(C(=O)NCCc4ccc(OC)cc4OC)ccc23)cc1	-6%	1%	?
COc1cccc(CNC(=O)C2CCN(S(=O)(=O)c3c(C)noc3/C=C/c3cccs3)CC2)c1	-3%	-2%	-1%
CCN(CC)CCNC(=O)Cn1ncc2c3ccccc3n(Cc3ccc(Cl)cc3)c2c1=O	10%	-6%	-1%
CCOc1ccc2nc(NC(=O)c3cc(=O)c4ccc(C)cc4o3)sc2c1	7%	9%	2%
COc1cccc(NC(=O)Cn2c(=O)oc3cc(S(=O)(=O)N4CCCCC4)ccc32)c1	48%[53 µM]	-39%[inhibitor]	-29%[53 µM]
Cc1ccccc1Nc1c(-c2ccc(N3CCOCC3)cc2)nc2cccc(C)n12	-2%	18%	-1%
Cc1ccc(-n2nc(CO)c(C(=O)NCCCc3ccccc3)n2)cc1C	-2%	16%	1%
COc1ccc(-c2noc(-c3ccc(C)cc3Cl)n2)cc1OC	-7%	9%	0.13µM*[quencher]
CC(=O)N1CCc2cc(S(=O)(=O)NC(Cc3ccccc3)C(=O)Nc3ccc(C)cc3C)ccc21 (stereo unspecified)	-2%	-14%	0%
CCCn1c(=O)sc2cc(NC(=O)c3ccccc3Cl)ccc21	1%	22%	0%
CCCCOc1cccc(C2c3c(-c4cc(C)ccc4O)n[nH]c3C(=O)N2CCOC)c1 (stereo unspecified)	-5%	19%	-3%
COc1ccc(Nc2nc(N)c3cc(OC)c(OC)cc3n2)cc1	3%	11%	-6%
COC(=O)c1ccccc1NC(=O)CSc1c2c(nc3ccc(Cl)cc13)CCCC2	-8%	-13%	-2%
COc1ccc(CCNC(=O)CCCn2c(=O)c3ccccc3n(Cc3ccccc3C#N)c2=O)cc1OC	6%	15%	8%
CCCCS(=O)(=O)c1nc(-c2ccc(Br)cc2)cc(-c2ccccc2)c1C#N	13%	-109%[inhibitor]	7%
Cc1cc2oc3c(c(=O)c2cc1C)C(c1ccc(C(C)C)cc1)N(c1nc(C)c(C)s1)C3=O (stereo unspecified)	7%	5%	5%
